# HepG2 viability: HepG2 cytotoxicity, counter-screen for TGF-b inhibitors. Potency, µM (titrated, usually from 46.1 µM), for inactives: top-dose activity change, negative = cytotoxicity, most hits filed as cytotoxic. HepG2 CAGA-GFP viability, ATP luminescence, 18 h. AID 588856. 410,000 tested, 0.76% active; further: potency means the concentration at half of the fitted maximal effect; some results filed as inactive show a strong effect at the top dose
#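 CellTiter-Glo luminescence gave cytotoxicity after 18 hours at 37 degrees C. The cells were HepG2 CAGA-GFP in 1% FBS DMEM, stimulated with 500 pg/mL TGF-beta after compound addition. %Activity was normalised to no-cell wells (complete cell-killing) and DMSO (no toxicity), and curves were fitted and classified.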
# ATXN2 expr inh: reduces ATXN2 reporter expression in HEK-293 cells; Potency, µM (highest dose often 57 µM), for inactives: top-dose activity change, negative = inhibition, actives largely listed as inhibitors; HEK-293 ATXN2-luciferase reporter, luminescence, 24 h; 360,000 tested, 0.72% active; further: potency means the concentration at half of the fitted maximal effect; on the % scale 0 is the no-effect control and ±100 the full control effect; nearly all actives have a fitted effect of over 55% in size
#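 ATXN2-luciferase reporter cells (luciferase flanked by upstream and downstream ATXN2 gene portions) were treated 24 h at 37 °C with compounds at up to 57 uM. SteadyGlo luminescence gave expression; GF-AFC fluorescence gave viability.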
# KB-3-1 tox: KB-3-1 parental cell cytotoxicity; KB-3-1 viability, CellTiter-Glo ATP luminescence, 72 h; Potency, µM (doses to about 46.1 µM), for inactives: at the highest dose activity change, negative = cytotoxic, hits mostly cytotoxic; 400,000 tested, 1.4% active; AID 1347075; further: potency means the concentration at half of the fitted maximal effect; on the % scale 0 is the no-effect control and ±100 the full control effect; nearly all actives have a fitted effect of over 60% in size
#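 Multi-concentration cytotoxicity screen in KB-3-1 cells grown in DMEM lacking phenol red with 10% FBS. After 72 h at 37 °C with compound, ATP-dependent luminescence was recorded.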
# HT1080 IDH1KD tx: kills HT-1080 cells with IDH1 knockdown. HT-1080 IDH1 knockdown viability, ATP luminescence, 48 h. Potency, µM (series often up to 46.1 µM), for the others: top-dose activity, negative = toxicity, actives largely listed as cytotoxic. 360,000 tested, 2% active;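 further: potency means the concentration at half of the fitted maximal effect; 0% = DMSO wells and -100% = cell-free medium wells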
#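 Cytotoxicity counter-line: IDH1KD HT-1080, 48 h, CellTiter-Glo. Curves classed by r2, magnitude and activity.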
# MCF10A rerep: induces DNA re-replication in MCF 10a normal breast cells. AID 624296. MCF 10A DNA re-replication, Hoechst nuclear intensity, 48 h. 350,000 tested, 2.9% active. Potency, µM (titrated, usually from 46.1 µM), for the others: top-dose activity, positive = re-replication, hits mostly activators; further: potency means the concentration at half of the fitted maximal effect; % of control where 0% means no effect; nearly all actives have a fitted effect of over 50% in size
# HT1080-NT tox: kills 2HG-producing HT-1080-NT fibrosarcoma cells; HT-1080-NT fibrosarcoma viability, CellTiter-Glo ATP luminescence, 48 h; Potency, µM (series often up to 46.1 µM), without a hit: at the highest dose activity, negative = less viability, actives largely listed as cytotoxic; 360,000 tested, 1.6% active;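 further: NT is the 2HG producing partner of a matched IDH1 knockdown line; potency means the concentration at half of the fitted maximal effect; 0% = DMSO-treated cells and -100% = media-only wells without cells; nearly all actives have a fitted effect of over 55% in size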
#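 Compounds were tested in concentration-response format on HT-1080-NT cells for 48 hours at 37 degrees C. Cell viability came from CellTiter-Glo luminescence; curves were classified by r2, response magnitude and activity.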
# SW480 rereplic: DNA re-replication induction in SW480 cells | SW480 DNA re-replication, Hoechst DNA content imaging, 48 h | Potency, µM (series often up to 46.1 µM), for inactives: at the highest dose re-replication activation, actives largely listed as activators | 340,000 tested, 1.8% active; further: potency means the concentration at half of the fitted maximal effect; % of control where 0% means no effect; nearly all actives have a fitted effect of over 55% in size
#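 250 cells/well; 23 nL cpd via pin tool; 48 hr, 37 C, 5% CO2; Hoechst 40 min; imager read of total nuclear intensity, ex 405/em 500-530 nm.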
# IL-1B inflam inh: inflammasome signaling inhibition, IL-1 beta readout | THP-1 LPS/ATP IL-1B secretion, AlphaLISA, 16 h; active compounds read low | activity change, % at 57.5 µM | 360,000 tested, 4.7% active | AID 743279; in the data active means activity change below about -50%; inconclusive means mostly about -30% to -49%; further: on the % scale 0 is the no-effect control and ±100 the full control effect
#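 Secreted IL-1B measured by AlphaLISA bead assay after 16 h compound exposure of THP-1 cells; compounds (final up to 57.5 uM) added 1 h before LPS (250 ng/mL) and ATP (1.25 mM) stimulation; lower signal means less secretion.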
# ATXN viability: viability counter-screen for ATXN expression inhibitors. Potency, µM (doses to about 56.7 µM), most hits filed as cytotoxic. 400,000 tested, 0.49% active. AID 651635. S2 cells (HEK-293 line with an ATXN2-luciferase reporter) viability, CellTiter-Fluor protease fluorescence, 24 h; further: potency means the concentration at half of the fitted maximal effect; nearly all actives have a fitted effect of over 40% in size
# The depositor's hits bear a star; i = inactive; ? = inconclusive; nt = no result given; & = joins results of further samples; [ ] = another dose, or the depositor's remark. Unless noted, the call rests on the fitted dose curve; in most records, active means well fitted curve in the direction sought with a large enough effect; inconclusive means small, poorly fitted or top-dose-only effect, or another doubt; inactive means no such curve, though single readings can be large; an effect the other way counts as inactive or inconclusive.
molecule	HepG2 viability	ATXN2 expr inh	KB-3-1 tox	HT1080 IDH1KD tx	MCF10A rerep	HT1080-NT tox	SW480 rereplic	IL-1B inflam inh	ATXN viability
OCCN1CCN(C(=S)Nc2ccc(SC(F)F)cc2)CC1	-16.3%	-1.1%	-25.2%	0.9%	21.6%	-4.4%	0.4%	24.0	i
Cc1cc2ncn(C3CC(O)C(CO)O3)c2cc1C (stereo unspecified)	2.7%	-1.9%	11.1%	-1.5%	-3.1%	0.0%	-0.3%	-4.9	i
C=CCc1cccc(OC)c1OCCOCCNCCO	-6.5%	-7.8%	3.9%	12.2%	4.7%	9.9%	-4.1%	-10.8	i
CCOC(=O)N1CCc2c(sc3c2c(=O)n(-c2ccc(CC)cc2)c(=O)n3CC(=O)NCC2CCCO2)C1 (stereo unspecified)	-4.6%	nt	?	-7.0%	-0.4%	-4.6%	-4.0%	49.8	i
Cc1cc(=O)oc2cc(OC(C)C(=O)NC3CCCC3)ccc12 (stereo unspecified)	-19.7%	-35.6%	-8.0%	11.0%	-1.5%	15.5%	-3.5%	33.3	i
COc1cccc(-c2nc(Cn3c(=O)cc(C)c4c(C)nn(-c5ccccc5)c43)c(C)o2)c1OC	14.7%	12.5%	0.8%	nt	nt	nt	nt	nt	i
Cc1cc2cc3c(cc2nc1SCC(=O)Nc1ccccc1)CCC3	-5.6%	1.1%	4.4%	25.7%	20.6%	3.8%	?	34.3	i
CCN(CC)S(=O)(=O)c1ccc2c(c1)c(=O)c(C(=O)N1CCN(c3ccccc3)CC1)cn2C	6.5%	1.6%	7.2%	6.3%	3.1%	9.5%	-4.7%	-2.4	i
CC1(C(=O)NS(=O)(=O)Cc2cccc(Cl)c2)CCN1C(=O)C1(c2ccc(Cl)cc2)CC1 (stereo unspecified)	-21.8%	-11.2%	-0.1%	-5.5%	nt	-7.9%	nt	7.9	i
CCC(CC)NC(=O)Nc1cccc(C)c1C	2.1%	nt	-0.7%	-7.7%	10.6%	3.0%	-35.3%	-10.1	i
CN(C(=O)CN1C(=O)S/C(=C\c2ccccc2Cl)C1=O)C1CCS(=O)(=O)C1 (stereo unspecified)	-2.2%	0.8%	-2.2%	23.3%	-1.4%	?	?	-8.3	i
CCOC(=O)CC1COCCN1Cc1cn[nH]c1-c1cc(OC)c(OC)c(OC)c1 (stereo unspecified)	-10.0%	5.7%	-6.5%	0.6%	-5.0%	-0.4%	-6.0%	-18.8	i
CCN(CC)S(=O)(=O)c1ccc2[nH]c(=O)cc(C(=O)Nc3ccccc3N3CCOCC3)c2c1	-0.9%	1.0%	nt	7.8%	?	10.1%	1.1%	-3.8	i
C#Cc1ccc([C@H]2C=C(C(=O)N3CCN(Cc4ccccc4)CC3)O[C@@H](OCC)[C@@H]2CCCO)cc1	-18.0%	-12.9%	0.5%	4.0%	45.9%	5.4%	-4.9%	-23.2	?
CCc1ccc(NC(=S)Nc2cccc3cnccc23)cc1	4.4%	-15.4%	?	-2.6%	1.6%	-4.6%	6.3%	17.4	i
COc1ccccc1C(=O)NCCN=C1NS(=O)(=O)c2ccccc21	13.7%	3.2%	16.5%	15.0%	7.6%	28.7%	-24.9%	-25.6	i
Cc1ccc(-c2nn(C)c(=O)c3ccccc23)cc1S(=O)(=O)NCCN1CCOCC1	9.0%	-10.5%	0.1%	-4.0%	2.1%	-12.3%	-0.7%	-2.0	i
CCOC(=O)N1CCC(N(C(=O)Nc2ccc(Cl)c(Cl)c2)C(C)CC)CC1 (stereo unspecified)	-26.1%	0.0%	?	-25.3%	?	?	1.8%	-84.8*	i
Brc1ccc(-c2ncc(-c3ccccc3)cn2)cc1	12.6%	38.9%[activator]	5.8%	10.9%	-1.4%	18.6%	-1.8%	-3.7	i
Cc1cc(CNC(=O)c2cc(COc3c(F)cccc3F)on2)nn1C	-1.9%	-3.8%	12.0%	3.8%	1.4%	0.4%	-3.8%	8.4	i
COC(=O)C1=C(C(=O)OC)[C@@H]2N(C)c3ccc(OC)cc3[C@@]23C[C@@H](C(=O)OC)N(C(=O)c2ccc(Br)cc2)C3=N1	-29.0%	?	?	?	?	23.1µM*	3.3%	9.4	?
Cc1ccc(CN(C)C(=O)CN2C(=O)NC3(CCCC3)C2=O)o1	-39.4%	nt	-9.3%	-4.0%	27.1%	2.3%	7.7%	5.5	i
O=C(CSc1ccc(Cl)cc1)N1CCN(c2ccc([N+](=O)[O-])cc2Cl)CC1	-23.2%	?	?	-23.3%	?	-2.1%	-4.5%	-62.0*	i
CC(C)CNS(=O)(=O)c1ccc(OCC(=O)Nc2ccc(F)cc2F)cc1	-1.0%	3.3%	-4.6%	-7.1%	-21.9%	-9.0%	-0.5%	0.0	i
O=C(NCc1ccco1)c1cc2cc(Br)ccc2o1	-8.0%	15.4%	-13.0%	-6.8%	-0.4%	-11.4%	?	?	i
Cc1nc2c3ccccc3nc(NNC(=O)CCC(=O)NC3CCCC3)n2n1	3.9%	nt	?	6.2%	-3.2%	14.3%	-4.0%	3.4	i
Cc1cc(C)cc(N(C(=O)c2sc(C)nc2C)C(C(=O)NC(C)(C)C)c2ccncc2)c1 (stereo unspecified)	-1.1%	-2.8%	-3.1%	29.3%	-1.2%	7.3%	-4.1%	32.1	i
CC(C)(C)c1ccc(OCC(=O)Nc2ccc3c4c(cccc24)C(=O)NC3=O)cc1	-106.8%	nt	-12.8%	-17.1%	?	?	-75.6%[inhibitor]	-12.4	nt
Cc1oc(-c2cc(F)ccc2F)nc1CN1CCN(c2ncnc3ccccc23)CC1	-6.0%	nt	-3.1%	-6.2%	12.8%	-16.2%	-1.3%	-29.4	?
CC(C)OCC(O)CS(=O)Cc1ccccc1 (stereo unspecified)	0.5%	4.5%	-6.9%	13.5%	0.1%	0.0%	-24.8%	14.1	i
O=C(c1ccc(N2CCOCC2)cc1[N+](=O)[O-])N1CCOCC1	-5.7%	-2.6%	-9.7%	18.8%	-3.0%	19.4%	-2.3%	9.0	i
Cc1sc2ncnc(N[C@@H](Cc3ccccc3)C(=O)O)c2c1C	4.8%	0.4%	3.0%	0.0%	-18.9%	3.9%	19.7%	27.6	i
O=C(Nc1ccc2c(c1)CN(Cc1ccc(CO)o1)CC2)c1ccc(C(F)(F)F)cc1	-1.2%	-2.5%	-22.5%	?	2.6%	-13.6%	-16.2%	?	i
COc1ccccc1C(=O)NC(=O)COC(=O)CNC(=O)c1ccccc1F	-24.6%	nt	0.0%	9.2%	3.8%	0.8%	-6.3%	-10.1	i
C[C@H](NC(=O)c1nc[nH]c1C(=O)N1CCc2ccccc2C1)C(=O)OC(C)(C)C	-4.2%	-9.9%	-13.3%	-1.0%	1.5%	-5.3%	?	2.3	i
c1ccc(-c2cc3c(N4CCN(c5ncccn5)CC4)ncnc3s2)cc1	-16.2%	-15.4%	5.7%	8.7%	?	13.6%	-44.8%[inhibitor]	2.7	i
Cc1cccc(OCCCc2c(C)n[nH]c2C)c1	-4.6%	-14.2%	?	-29.2%	?	1.3%	0.6%	5.6	i
CCOc1ccccc1C(=O)Nc1ccc2c(c1)N(C)C(=O)c1ccccc1S2	2.5%	-12.5%	?	nt	nt	nt	nt	nt	i
O=C(c1cnc2n(c1=O)CCS2)N(c1ccccc1)C1CCCCC1	3.3%	5.8%	-0.2%	5.1%	2.4%	2.5%	-8.6%	36.5	i
COc1ccc(Cl)cc1NS(=O)(=O)c1c(C)[nH]c(=O)[nH]c1=O	-4.0%&-0.1%	-1.1%	12.5%&5.1%	15.4%	0.8%	6.4%	-8.6%	3.6	i

# Compounds above that contain a nitro group on carbon (2):
molecule	HepG2 viability	ATXN2 expr inh	KB-3-1 tox	HT1080 IDH1KD tx	MCF10A rerep	HT1080-NT tox	SW480 rereplic	IL-1B inflam inh	ATXN viability
O=C(CSc1ccc(Cl)cc1)N1CCN(c2ccc([N+](=O)[O-])cc2Cl)CC1	-23.2%	?	?	-23.3%	?	-2.1%	-4.5%	-62.0*	i
O=C(c1ccc(N2CCOCC2)cc1[N+](=O)[O-])N1CCOCC1	-5.7%	-2.6%	-9.7%	18.8%	-3.0%	19.4%	-2.3%	9.0	i

# Remaining list, next part.
molecule	HepG2 viability	ATXN2 expr inh	KB-3-1 tox	HT1080 IDH1KD tx	MCF10A rerep	HT1080-NT tox	SW480 rereplic	IL-1B inflam inh	ATXN viability
O=C(CNC(=O)c1ccc(Br)cc1)OC1CCOC1=O (stereo unspecified)	-3.7%	nt	-3.2%	6.1%	nt	4.5%	nt	-6.3	i
CC(=O)Nc1ccc(S(=O)(=O)Nc2ccc(Cl)nn2)cc1	3.8%	-3.0%	-2.4%	?	7.0%	12.8%	?	0.0	i
CCCOc1ccc(OCCOCCN2CCc3ccccc3C2)cc1	-34.5%	-5.1%	-16.1%	-2.3%	29.4%	0.6%	-0.2%	-6.8	i
Cc1cc2nc(C3CCN(Cc4nnnn4Cc4ccccc4)CC3)[nH]c2cc1C	-28.1%	?	?	?	0.7%	2.51µM*	-2.7%	-62.6*	i
COc1ccc(C(c2nnnn2C2CCCC2)N2CCC(C)CC2)c(OC)c1 (stereo unspecified)	-3.4%	-15.9%	?	-11.2%	?	-11.3%	2.5%	-10.9	i
CCCCC1CCC(C(=O)NCc2ccc3c(c2)OCO3)CC1 (stereo unspecified)	0.4%	4.3%	9.1%	29.8%	-2.4%	4.9%	1.4%	-8.4	i
COC(=O)c1c(C(=O)NCc2ccccc2)ncn1CC(O)COc1ccccc1 (stereo unspecified)	1.7%	-7.2%	8.9%	14.9%	-2.4%	7.1%	-3.1%	17.6	i
CN(C(=O)CSc1ncnc2scc(-c3ccccc3)c12)C1CCS(=O)(=O)C1 (stereo unspecified)	-14.3%	23.3%	-2.6%	-0.5%	?	-15.3%	-0.3%	-17.9	i

# Screens (PubChem)
